Screening data deposited in PubChem BioAssay by National Center for Advancing Translational Sciences (NCATS).
POLK inh = qHTS for Inhibitors of Polymerase Kappa; purified Pol kappa, fluorescent DNA synthesis assay, 10 min; Potency, µM (titrated, usually from 107 µM), for the others: top-dose activity, negative = inhibition, hits mostly inhibitors; hit rate 0.53% among 400,000; note: potency is the fitted concentration of half-maximal effect; % is set by controls: 0 for no effect and ±100 for the full control effect
Target sequence (Q9UBT6 whole entry, looked up): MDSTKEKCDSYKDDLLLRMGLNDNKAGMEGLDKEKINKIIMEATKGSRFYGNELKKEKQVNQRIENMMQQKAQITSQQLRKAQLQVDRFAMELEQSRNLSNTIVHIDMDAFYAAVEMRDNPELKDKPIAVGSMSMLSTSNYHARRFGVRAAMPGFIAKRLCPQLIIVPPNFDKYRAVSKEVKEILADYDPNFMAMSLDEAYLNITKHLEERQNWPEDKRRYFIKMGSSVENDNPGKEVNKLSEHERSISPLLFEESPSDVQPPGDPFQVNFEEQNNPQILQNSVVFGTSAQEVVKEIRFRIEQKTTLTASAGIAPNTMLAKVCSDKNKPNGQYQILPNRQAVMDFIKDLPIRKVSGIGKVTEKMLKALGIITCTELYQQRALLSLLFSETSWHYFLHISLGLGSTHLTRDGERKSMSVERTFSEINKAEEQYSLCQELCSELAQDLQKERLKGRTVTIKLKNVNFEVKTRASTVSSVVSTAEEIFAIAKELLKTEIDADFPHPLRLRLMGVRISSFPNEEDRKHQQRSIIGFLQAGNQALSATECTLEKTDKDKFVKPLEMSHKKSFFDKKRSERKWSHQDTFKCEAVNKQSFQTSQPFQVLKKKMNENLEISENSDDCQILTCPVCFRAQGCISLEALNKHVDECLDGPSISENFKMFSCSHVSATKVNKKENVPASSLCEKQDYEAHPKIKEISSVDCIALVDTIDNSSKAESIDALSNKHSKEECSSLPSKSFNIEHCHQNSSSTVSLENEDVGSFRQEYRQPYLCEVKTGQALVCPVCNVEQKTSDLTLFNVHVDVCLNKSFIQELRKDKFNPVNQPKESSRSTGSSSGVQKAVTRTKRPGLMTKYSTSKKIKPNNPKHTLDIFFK
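Here, compound and 10 nM enzyme are combined for 15 min at room temperature; adding 50 nM substrate (final) starts DNA synthesis, tracked by fluorescence at 0 and 10 min against buffer-only wells.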
Apoferritin bind = qHTS Assay for Identification of Novel General Anesthetics. apoferritin/1-aminoanthracene competitive binding, fluorescence. Potency, µM (top dose mostly 77.5 µM), without a hit: at the highest dose activity change, negative = displacement, hits mostly inhibitors. hit rate 0.074% among 350,000; note: potency is the fitted concentration of half-maximal effect; % is set by controls: 0 for no effect and ±100 for the full control effect; nearly all actives have a fitted effect of over 20% in size
Target sequence (P02791 2-175 limits assumed): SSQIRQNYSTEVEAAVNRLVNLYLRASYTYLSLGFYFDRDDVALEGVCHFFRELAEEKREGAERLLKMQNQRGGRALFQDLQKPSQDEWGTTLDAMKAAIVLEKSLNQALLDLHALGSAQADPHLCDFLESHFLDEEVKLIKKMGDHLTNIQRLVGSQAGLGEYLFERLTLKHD
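Steps: apoferritin (10 uM) was premixed with half-saturated 1-AMA in PBS, compounds were pin-transferred, plates stood 10 min at room temperature, fluorescence was read at 380/535 nm, and curves were fitted with a Hill equation.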
APE1 inh = qHTS Assay for Inhibitors of the Human Apurinic/apyrimidinic Endonuclease 1 (APE1); AID 2517, 2012; recombinant APE1, TAMRA/BHQ-2 abasic DNA cleavage fluorescence; DNA repair nuclease/redox regulator APEX1 (Homo sapiens), P27695; hit rate 0.35% among 350,000; Potency, µM (doses to about 65.8 µM), without a hit: top-dose activity change, negative = inhibition, usual class: inhibitors;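 note: potency is the fitted concentration of half-maximal effect; plate controls were vehicle for no effect and reference inhibitor for full effect; nearly all actives have a fitted effect of over 55% in size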
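Measures dequenching upon AP-site incision of a 5'-TAMRA/3'-BHQ-2 THF-containing duplex, 50 nM; human APE1 0.75 nM after 15 min room-temperature exposure to compound; kinetic three-point read at one-minute spacing.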
RXFP1 antag = qHTS Assay for Antagonists of the Relaxin Receptor RXFP1; Relaxin receptor 1 (Homo sapiens), Q9HBX9; HEK293-RXFP1, relaxin-stimulated cAMP HTRF, 30 min; active compounds read low; activity change, negative = inhibition, % at 57.5 µM; hit rate 0.59% among 350,000; AID 1259400, 2018;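 active = activity change of -60% or lower, but not beyond a set lower limit; inconclusive = change between -60% and -40%, or beyond the set limit; inactive = change above -40%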; note: % is set by controls: 0 for no effect and ±100 for the full control effect
BLM inh = qHTS Assay for Inhibitors of Bloom's syndrome helicase (BLM). Potency, µM (series often up to 56.1 µM), for inactives: top-dose activity change, negative = inhibition, most hits filed as inhibitors. RecQ-like DNA helicase BLM (Homo sapiens), P54132. hit rate 0.2% among 350,000. AID 2528, 2010. recombinant BLM DNA unwinding, fluorescence dequenching;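 note: potency is the fitted concentration of half-maximal effect; plate controls were vehicle for no effect and no enzyme for full effect; nearly all actives have a fitted effect of over 35% in size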
POLI inh = qHTS for Inhibitors of Polymerase Iota; DNA polymerase iota (Homo sapiens), Q9UNA4; Pol iota fluorescent replication assay, 10 min; Potency, µM (doses to about 115 µM), inactives show top-dose activity, negative = inhibition, hits mostly inhibitors; hit rate 1% among 390,000; AID 588590, 2011; note: potency is the fitted concentration of half-maximal effect
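Pol iota at 10 nM preincubated 15 min with compounds at room temperature; reaction started with fluorescent substrate, 50 nM final. Fluorescence read kinetically at 0 and 10 min; buffer-only wells as negative control.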
POLH inh = qHTS for Inhibitors of Polymerase Eta | AID 588591, 2011 | Potency, µM (doses to about 114 µM), for inactives: top-dose activity change, negative = inhibition, usual class: inhibitors | hit rate 1.2% among 390,000 | recombinant Pol eta, fluorescent DNA replication assay; note: potency is the fitted concentration of half-maximal effect; % is set by controls: 0 for no effect and ±100 for the full control effect
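Pol eta at 10 nM preincubated with compounds 15 min at room temperature; reaction started with fluorescent substrate (50 nM final) and read kinetically at 0 and 10 min.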
PGK inhibitor = qHTS Assay to Find Inhibitors of Phosphoglycerate Kinase. AID 602233, 2012. Potency, µM (highest dose often 57.5 µM), without a hit: at the highest dose activity change, negative = inhibition, hits mostly inhibitors. PGK/GAPDH coupled, Kinase-Glo luminescence, 60 min. Phosphoglycerate kinase, glycosomal (Trypanosoma brucei brucei), P07378. hit rate 0.043% among 380,000; note: potency is the fitted concentration of half-maximal effect; % is set by controls: 0 for no effect and ±100 for the full control effect; nearly all actives have a fitted effect of over 60% in size
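Luminescent ATP detection (Kinase-Glo Plus) follows a 60-minute room-temperature incubation, with wells lacking PGK as controls. Buffer: 100 mM TEA (pH 7.6), 5 mM MgCl2, 0.01% Tween-20. Coupling enzyme GAPDH (100 nM final) supplies unstable 1,3-BPG in-well.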
POLB inh = qHTS Assay for Inhibitors of DNA Polymerase Beta; P06746; hit rate 1.3% among 340,000; Pol beta primer extension/strand displacement, fluorescence kinetic; Potency, µM (doses to about 114 µM), for inactives: top-dose activity change, negative = inhibition, usual class: inhibitors; note: potency is the fitted concentration of half-maximal effect; % is set by controls: 0 for no effect and ±100 for the full control effect
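Preincubation: enzyme (10 nM) with compound, 15 min, RT. Reaction: substrate added to 50 nM final. Reads: 0 and 10 min. Analysis: normalized, Hill fit.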
Starred values were filed as active, the others as inactive; i = inactive; u = inconclusive; x = not tested or not shown; [ ] = dose if it differs, or a comment. Unless noted, calls come from the whole dose curve; as a rule, active = well fitted curve in the direction sought with a large enough effect; inconclusive = small, poorly fitted or top-dose-only effect, or another doubt; inactive = no such curve, though single readings can be large; an effect the other way counts as inactive or inconclusive. This is a subset; count on the stated rates, not on these rows.

SMILES	POLK inh	Apoferritin bind	APE1 inh	RXFP1 antag	BLM inh	POLI inh	POLH inh	PGK inhibitor	POLB inh
NC(=O)c1ccccc1NC(=O)c1ccc2ccccc2c1	-8.1%	-5.7%	9.5%	-0.2	-5.2%	103.0%[activator]	10.4%	-8.7%	1.9%
COCCN1C(=O)N(c2cccc(OC)c2)C(=O)C1CC(=O)Nc1ccccc1 (stereo not given)	-6.6%	-13.3%	x	x	-2.2%	30.0%[activator]	-11.9%	-1.6%	12.2%
Cc1ccc2nc(C3CCCN(C(=S)Nc4ccccc4C)C3)[nH]c2c1 (stereo not given)	-2.1%	-11.2%	12.1%	-7.8	-3.5%	11.0%	-13.2%	5.5%	14.9%
Cc1occc1-c1nnc(SCC(=O)NCc2cccs2)n1-c1ccc(F)cc1	-1.0%	-17.7%	-0.4%	-6.1	-17.0%	10.6%	1.9%	0.5%	-5.6%
COc1ccc([C@H]2CC(=O)C=C(c3cc(OC)ccc3OC)C2)cc1	-12.5%	x	6.5%	x	x	-14.1%	-7.4%	-6.6%	x
Cc1noc(C)c1C(=O)Nc1ccc(S(=O)(=O)N2CCCCC2)cc1	-6.6%	-22.7%	2.0%	-7.4	-7.2%	11.9%	-8.1%	11.3%	4.2%
CS(=O)(=O)N(CC(=O)N1CCc2ccccc2C1)c1ccc(Br)cc1	-13.9%	x	x	8.3	x	67.2%[activator]	-9.5%	-7.0%	x
CCCNS(=O)(=O)c1ccc(OCC(=O)N2CCCC2)cc1	-10.5%	-2.3%	3.9%	-5.5	-0.4%	57.8%[activator]	-5.9%	1.0%	-0.6%
O=C(Nc1cccnc1Cl)c1cc(-c2ccc(F)cc2)on1	4.2%	13.8%	49.3%[activator]	-0.7	-3.2%	10.1%	-15.0%	i	-7.0%
CC(C)C(=O)Nc1nnc(-c2ccccc2)o1	11.0%	-3.9%	1.4%	x	1.0%	u	-11.7%	-4.2%	7.1%
COC(=O)c1c(N2C(=O)[C@H]3[C@@H](C2=O)[C@]2(C(=O)Nc4c2ccc(C)c4C)N2CCC[C@@H]32)sc(C)c1C	-19.6%	-7.6%	-0.6%	-5.3	-2.8%	1.6%	-18.2%	-2.5%	7.2%
Cc1ccc(CNC(=O)c2cncc(Br)c2)cc1	-6.9%	-8.6%	6.4%	3.0	-4.5%	16.4%	-14.2%	-1.7%	29.3%
CC(C)=CCN1CCN(Cc2ccc3nsnc3c2)CC1CCO (stereo not given)	0.0%	-9.6%	-0.9%	-12.1	-5.2%	153.7%[activator]	-19.9%	-8.0%	7.8%
OCCNc1nc(N2CCCC2)nc(N2CCCC2)n1	-4.8%	-7.0%	-5.3%	7.3	3.3%	-6.4%	-11.3%	-0.5%	18.0%
c1ccc(-n2ncc3c(N4CCN(c5ccccn5)CC4)nc(N4CCCCCC4)nc32)cc1	9.1%	-11.8%	9.1%	-3.0	1.4%	45.0%[activator]	-20.0%	-4.0%	24.3%
CSC(=NC#N)N1CCN(c2ccc(Cl)cc2)CC1	-10.9%	-17.6%	0.6%	11.1	-1.8%	19.7%	-12.4%	-1.1%	15.1%
CN(C(=O)COc1ccc(Cl)cc1Br)C1CCCCC1	-16.1%	u	31.1%	-16.7	-9.4%	0.8%	-17.2%	-1.4%	-25.5%
CC(C)c1ccc(NC(=S)NNc2ccc(Cl)c(C(=O)O)c2)cc1	u	-15.6%	u	-24.9	-2.7%	11.2µM*	-2.4%	-1.6%	-0.8%
CC(C)(C)NC(=O)COC(=O)c1ccc2c(c1)C(=O)N(Cc1ccco1)C2=O	-8.8%	-5.6%	7.5%	8.6	-2.5%	129.4%[activator]	-15.1%	i	5.0%
Cc1nc2ccc(NC(=O)c3cc(S(=O)(=O)N(C)c4ccccc4)ccc3Cl)cc2s1	-4.3%	4.7%	3.8%	-15.4	-5.3%	102.7%[activator]	-8.3%	2.7%	84.8%

Complete entries, looked up by structure. Screens in order: POLK inh	Apoferritin bind	APE1 inh	RXFP1 antag	BLM inh	POLI inh	POLH inh	PGK inhibitor	POLB inh
Cc1nc2ccc(NC(=O)c3cc(S(=O)(=O)N(C)c4ccccc4)ccc3Cl)cc2s1 in the list: -4.3%	4.7%	3.8%	-15.4	-5.3%	102.7%[activator]	-8.3%	2.7%	84.8%
Cc1ccc(CNC(=O)c2cncc(Br)c2)cc1 in the list: -6.9%	-8.6%	6.4%	3.0	-4.5%	16.4%	-14.2%	-1.7%	29.3%
Cc1occc1-c1nnc(SCC(=O)NCc2cccs2)n1-c1ccc(F)cc1 in the list: -1.0%	-17.7%	-0.4%	-6.1	-17.0%	10.6%	1.9%	0.5%	-5.6%

(more compounds)
SMILES	POLK inh	Apoferritin bind	APE1 inh	RXFP1 antag	BLM inh	POLI inh	POLH inh	PGK inhibitor	POLB inh
COc1ccccc1N1N=C(c2cccs2)CC1c1ccccc1 (stereo not given)	-7.8%	121.7%[activator]	-9.3%	10.5	-9.2%	3.5%	-14.1%	-9.5%	-3.3%
Cc1ccc(NS(=O)(=O)c2ccc3[nH]c(=O)ccc3c2)cc1N(C)C	-0.5%[60.1 µM]	-14.8%	x	x	0.0%	10.9%	-12.1%	1.3%	25.0%
CC(=O)N(C)c1ccc(C(O)(C(F)(F)F)C(F)(F)F)cc1	-1.2%	-11.7%	5.9%	-10.4	-2.1%	5.6%	-8.3%	i	38.7%
COc1ccc(C(CNC(=O)c2cccc(S(=O)(=O)N(C)c3ccccc3)c2)N2CCCC2)cc1 (stereo not given)	-6.4%	x	13.0%	7.1	x	-5.5%	-6.3%	-6.9%	x
O=C(O)C1(c2ccccc2)CCN(S(=O)(=O)c2ccccc2)CC1	-9.6%	28.1%	46.7%[activator]	-3.3	-5.3%	105.7%[activator]	-20.2%	i	-16.3%
O=C(C1CCCO1)N1CCN(C(=S)Nc2ccccc2)CC1 (stereo not given)	-6.3%	1.9%	8.9%	3.7	3.9%	4.3%	-10.7%	-9.3%	4.1%
CCOc1ccc(NC(=O)CN(C)C(=O)c2ccc(N3CCCCCC3)c([N+](=O)[O-])c2)cc1OCC	-10.8%	x	-10.9%	-2.2	x	-29.4%	-13.8%	-2.2%	x
CCCOc1ccc(CNC(=O)C2CCN(C(=O)N3CCOc4ccccc43)CC2)cc1	-18.9%	-19.8%	20.9%	5.9	-3.5%	24.0%	-14.5%	1.9%	11.1%
Cc1cc2nc3c(=O)[nH]c(=O)nc-3n(CC(O)C(O)C(O)CO)c2cc1C (stereo not given)	-7.7%[19.4 µM]	268.5%[activator][29.3 µM]	u	x	-4.8%	x	x	x	x
CCC(=O)N1CCN(c2nc(-c3ccc(Cl)cc3)cs2)CC1	-2.5%	-6.4%	7.6%	-7.7	6.8%	u	-11.8%	-7.4%	8.3%
COc1ccc(-c2nc3n(n2)C(c2ccc(OC)cc2)C(C(=O)Nc2cccnc2)=C(C)N3)cc1 (stereo not given)	-3.0%	0.9%	x	-7.3	-5.6%	-26.4%	-1.1%	4.0%	-19.3%
COc1cc(Cl)c(C)cc1NC(=O)CSc1ncc(S(=O)(=O)c2ccc(C(C)(C)C)cc2)c(=O)[nH]1	u	u	x	-31.9	15.8µM*	u	10µM*	u	10µM*
COc1ccc(N2CC(NC(=O)c3ccc(Br)o3)CC2=O)cc1 (stereo not given)	-5.4%[60.1 µM]	5.3%	x	-6.4	0.1%	19.8%	-4.0%	-9.2%	7.6%
CCn1c(SCC(=O)N2CCOCC2)nnc1-c1ccco1	-8.5%	-4.7%	19.5%[12.4 µM]	-14.1	-0.2%	42.5%[activator]	-2.5%	-6.3%	0.3%
CC[C@]12c3[nH]c4ccc(Cl)cc4c3CCN1C(=O)[C@@H](CC(=O)NCCN1CCOCC1)C[C@@H]2C(=O)N1CCN(C(=O)c2ccco2)CC1	3.8%	x	14.0%	x	x	30.1%[activator]	-12.4%	-5.6%	x
COc1ccccc1-n1cc(-c2ccc(C)cc2)nc1S(=O)(=O)CC(=O)Nc1ccccc1C(F)(F)F	-2.7%	426.5%[activator]	x	-27.6	-4.4%	-10.0%	-16.7%	-0.4%	21.4%
C=CCn1c(-c2cccc(OC)c2)nc2nc3ccccc3nc21	-6.4%	-14.0%	20.5%	-8.6	1.3%	-7.1%	-9.8%	-8.6%	9.3%
CCOc1ccc2nc(NC(=O)C3CCCN(S(=O)(=O)c4cccc5nonc45)C3)sc2c1 (stereo not given)	-6.3%	-14.6%	0.8%	-10.6	-3.9%	-3.8%	-15.5%	x	-22.9%
CCOc1ccccc1NC(=O)N1CCCC1C(=O)Nc1nnc(CC)s1 (stereo not given)	3.5%	-1.9%	0.7%	3.6	1.5%	-12.6%	5.0%	-8.1%	-19.7%
COc1cccc(NC2=NCC(=O)N2Cc2cccs2)c1	-2.7%	-8.6%	18.8%	-15.2	-5.4%	-0.7%	8.4%	15.1%	-0.4%
OCCN1CCN(CCO)C1=S	-2.7%	x	x	-4.6	x	52.5%[activator]	-3.7%	-9.0%	x
COc1ccc(N(C(C)C(=O)NCc2ccco2)S(C)(=O)=O)cc1 (stereo not given)	-18.3%	-12.2%	-8.6%	1.4	-4.6%	u	-16.7%	7.0%	15.1%
CCn1c(SCC(=O)NC2CCCCC2)nc2c(c1=O)SC(C)C2 (stereo not given)	-17.0%	-10.6%	3.9%	x	-1.4%	30.3%[activator]	-5.7%	-6.3%	-10.8%
COc1ccc(/C=N/NC(=O)CC(=O)N/N=C/c2ccc(OC)cc2)cc1	-11.6%	-6.4%	-3.2%	-1.0	-7.9%	-11.2%	-3.9%	-4.4%	u
CCn1nc(NC(=O)c2ccccn2)c2cc3cccc(C)c3nc21	-4.5%	-6.3%	2.0%	-5.3	-2.3%	-0.7%	-4.6%	-9.9%	1.0%
O=C(COC(=O)CCc1ccccc1)NCc1ccc2c(c1)OCO2	1.9%	x	-7.7%	7.4	x	-22.6%	-22.2%	-8.3%	x
